Screening data: PubChem BioAssay, National Center for Advancing Translational Sciences (NCATS)
D1 potentiator – Potentiators of Human D1 Dopamine Receptor: qHTS; AID 504651, 2011; D(1A) dopamine receptor (Homo sapiens), P21728; potentiation, % at 10 µM; hit rate 0.036% among 360,000; HEK293 TREx D1 cells, calcium flux, dopamine EC20 potentiation; in the data active means potentiation above about 30%; further: 0% is about no effect
Apoferritin bind – qHTS Assay for Identification of Novel General Anesthetics. Ferritin light chain (Equus caballus), P02791. apoferritin/1-aminoanthracene competitive binding, fluorescence. Potency, µM (titrated, usually from 77.5 µM), without a hit: at the top dose activity change, negative = displacement, most hits filed as inhibitors. hit rate 0.074% among 350,000. AID 485281, 2010; further: potency means the concentration at half of the fitted maximal effect; on the % scale 0 is the no-effect control and ±100 the full control effect; nearly all actives have a fitted effect of over 20% in size
Target sequence (P02791 2-175 limits assumed): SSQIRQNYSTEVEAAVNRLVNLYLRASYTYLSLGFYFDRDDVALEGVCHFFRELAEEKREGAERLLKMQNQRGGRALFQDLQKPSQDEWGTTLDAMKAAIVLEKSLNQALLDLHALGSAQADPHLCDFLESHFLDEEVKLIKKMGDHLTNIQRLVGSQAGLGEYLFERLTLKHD
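Apoferritin-based anesthetic binding model; compound displacement of fluorescent 1-AMA measured as endpoint fluorescence after 10 minutes at room temperature, scaled to free-ligand and complex controls.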
TRHR ag – qHTS for Small Molecule Agonists and Allosteric Enhancers of Human TRH Receptor: Primary Screen for Agonists. Thyrotropin-releasing hormone receptor (Homo sapiens), P34981. TRHR cells, calcium flux fluo-8, FDSS agonist mode. activation, % at 2 µM. hit rate 0.18% among 360,000. AID 493084, 2011; in the data active means activation above about 30%; further: 0% is about no effect
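Agonist-mode FDSS calcium read (Ex 480/Em 530, 1 s cycles) in 1536-well TRHR cells with fluo-8 dye, after 10-cycle baseline and 23 nL compound addition; TRH at EC20 (10 nM final) added afterwards for the enhancer phase.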
TRHR PAM – qHTS for Small Molecule Agonists and Allosteric Enhancers of Human TRH Receptor: Primary Screen for Enhancers; Thyrotropin-releasing hormone receptor (Homo sapiens), P34981; TRHR cells, fluo-8 calcium fluorescence, EC20 TRH enhancement; enhancement, % at 2 µM; hit rate 0.66% among 360,000; in the data active means enhancement above about 30%; further: 0% is about no effect
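Enhancer read-out: after compound pinning and an initial kinetic agonist-mode read, an EC20 of TRH (10 nM final) was injected and fluo-8 calcium signal (Ex 480/Em 530) followed at 1 s/cycle for 100 cycles in TRHR-expressing cells.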
RXFP1 antagonist – qHTS Assay for Antagonists of the Relaxin Receptor RXFP1. Relaxin receptor 1 (Homo sapiens), Q9HBX9. HEK293-RXFP1, relaxin-stimulated cAMP HTRF, 30 min; stronger effect = lower value. activity change, negative = inhibition, % at 57.5 µM. hit rate 0.59% among 350,000. AID 1259400, 2018;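 active means activity change of -60% or lower, but not beyond a set lower limit; inconclusive means change between -60% and -40%, or beyond the set limit; inactive means change above -40%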; further: on the % scale 0 is the no-effect control and ±100 the full control effect
Target sequence (Q9HBX9 whole entry, looked up): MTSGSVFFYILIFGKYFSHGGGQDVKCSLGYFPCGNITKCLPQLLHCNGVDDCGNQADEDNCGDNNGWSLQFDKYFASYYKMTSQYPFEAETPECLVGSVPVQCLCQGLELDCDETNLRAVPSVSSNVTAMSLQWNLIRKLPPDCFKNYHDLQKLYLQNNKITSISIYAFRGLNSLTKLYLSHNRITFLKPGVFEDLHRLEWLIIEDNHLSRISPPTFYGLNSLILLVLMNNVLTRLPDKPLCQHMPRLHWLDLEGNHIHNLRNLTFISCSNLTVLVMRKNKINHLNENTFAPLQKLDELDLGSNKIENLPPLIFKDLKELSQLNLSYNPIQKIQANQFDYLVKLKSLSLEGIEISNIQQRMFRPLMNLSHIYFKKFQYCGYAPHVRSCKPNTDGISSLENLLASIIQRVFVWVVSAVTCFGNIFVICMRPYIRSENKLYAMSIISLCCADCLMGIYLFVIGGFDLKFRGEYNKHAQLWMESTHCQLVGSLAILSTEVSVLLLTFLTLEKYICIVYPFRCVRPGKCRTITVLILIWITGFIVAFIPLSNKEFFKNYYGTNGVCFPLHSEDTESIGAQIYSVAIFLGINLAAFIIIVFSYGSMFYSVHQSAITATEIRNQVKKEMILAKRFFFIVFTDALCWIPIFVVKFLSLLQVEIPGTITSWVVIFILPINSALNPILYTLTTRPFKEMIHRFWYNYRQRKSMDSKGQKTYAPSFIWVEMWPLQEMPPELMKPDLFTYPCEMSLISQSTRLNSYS
D1 antagonist – Antagonist of Human D 1 Dopamine Receptor: qHTS; HEK293 TREx D1 cells, calcium flux, dopamine EC80; stronger effect = lower value; activity change, negative = inhibition, % at 10 µM; hit rate 3.2% among 360,000; in the data active means activity change below about -30%; further: on the % scale 0 is the no-effect control and ±100 the full control effect
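After overnight tetracycline induction at 30 C, force-coupled D1 HEK293 cells took up a no-wash calcium dye at room temperature. Compounds were added and monitored 180 s, and the response to EC80 dopamine was then recorded.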
D2 PAM – HTS Assay for Positive Allosteric Modulators of the Human D2 Dopamine Receptor: Primary Screen for Potentiators; D(2) dopamine receptor (Homo sapiens), P14416; HEK293 T-REx D2, calcium flux, EC20 dopamine potentiation; potentiation, % at 10 µM; hit rate 0.34% among 340,000;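 active means potentiation over 3 SD above the plate norm, cut at about 30% in these data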; further: 0% is about no effect
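Using a no-wash calcium dye in inducible, force-coupled HEK293 Trex cells expressing D2, we tracked fluorescence each second for 180 s after compound, then for 180 s after EC20 dopamine to detect augmented signalling.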
RXFP1 agonist – qHTS Assay for Agonists of the Relaxin Receptor RXFP1 | Relaxin receptor 1 (Homo sapiens), Q9HBX9 | HEK293T-RXFP1 cAMP TR-FRET, 30 min; response scale: percent of porcine relaxin response, buffer zero | Potency, µM (doses to about 57.5 µM), inactives show top-dose activation, usual class: activators | hit rate 0.3% among 370,000 | AID 2676, 2010; further: potency means the concentration at half of the fitted maximal effect; on the % scale 0 is the no-effect control and ±100 the full control effect; nearly all actives have a fitted effect of over 60% in size; many of its hits are not listed in these tables
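Agonist response is measured as cAMP accumulation in an RXFP1-transfected HEK293T line under PDE4 inhibition. Values are scaled between buffer-only and 29 nM porcine relaxin, and EC50s come from standard Hill equation fits.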
D1 agonist – Allosteric Agonists of the Human D1 Dopamine Receptor: qHTS; D(1A) dopamine receptor (Homo sapiens), P21728; HEK293 T-REx D1 cells, calcium flux, agonist mode; activation, % at 2 µM; hit rate 1% among 360,000; in the data active means activation above about 30%; further: 0% is about no effect
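Agonism was scored from calcium flux recorded over 180 s (1 read/s) after pintool compound addition, following a 10-cycle baseline. Cells were inducible force-coupled HEK293 TREx D1, plated overnight at 30 C and loaded with no-wash calcium dye.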
* marks the source's active call; other numbers are inactive results; ? = inconclusive; · = not tested or not shown; & = joins results of further samples. Unless noted, the call rests on the fitted dose curve; in most records, active means well fitted curve in the direction sought with a large enough effect; inconclusive means small, poorly fitted or top-dose-only effect, or another doubt; inactive means no such curve, though single readings can be large; an effect the other way counts as inactive or inconclusive.

| molecule | D1 potentiator | Apoferritin bind | TRHR ag | TRHR PAM | RXFP1 antagonist | D1 antagonist | D2 PAM | RXFP1 agonist | D1 agonist |
| --- | --- | --- | --- | --- | --- | --- | --- | --- | --- |
| Cc1ccc(/C=N/Nc2ccc(Cl)nn2)cc1 | -4 | 4% | 0.3 | 2 | 7 | -1 | 11 | 0.2% | 0 |
| O=C(Cn1cnnn1)Nc1ccccc1Cc1ccccc1 | -3 | -8% | -0.3 | 2 | 1 | 0 | -1 | -0.9% | 0 |
| O=c1nc(N2CCOCC2)ccn1-c1nc(-c2ccccc2)sc1-c1ccccc1 | -1 | -14% | -1.4 | -1 | -16 | 0 | 1 | -5.1% | 7 |
| CS(=O)(=O)Cc1ccc(C(=O)NC2CCSc3ccccc32)cc1 (stereo not given) | -7 | -8% | 0.3 | -3 | -1 | -4 | -6 | -1.9% | -2 |
| Cn1c(SCC(=O)Nc2cccc(F)c2)nc2c(c1=O)SCC2 | -5 | -2% | -1.1 | -8 | -10 | -23 | 3 | 1.7% | 16 |
| CCOCCCNC(=O)c1ccc(-c2nc(CS(=O)(=O)c3ccccc3)c(C)o2)cc1 | 1 | -6% | 0.5 | 2 | -16 | 1 | 7 | -0.3% | -1 |
| CCOC(=O)C1(Cc2cccc(F)c2)CCN(CC2CC2)CC1 | -4 | -9% | 0.5 | 4 | 8 | 9 | -12 | 1.1% | 9 |
| O=C(CCC(=O)N1Cc2ccccc2Oc2ncccc21)NCc1ccccc1Cl | -2 | -20% | -0.6 | 8 | 2 | -1 | 3 | -4.0% | 12 |
| Cc1cc(C(=O)OCC(=O)N2CCCC2)c2ccccc2n1 | 6 | -4% | 0.0 | -3 | 10 | 11 | -8 | 2.3% | 1 |
| O=C(CSc1nc2ccccc2c(=O)n1CCCO)NCc1ccccc1 | 2 | 5% | -1.4 | 5 | 23 | -3 | -2 | 2.2% | 2 |

The results go on.
| molecule | D1 potentiator | Apoferritin bind | TRHR ag | TRHR PAM | RXFP1 antagonist | D1 antagonist | D2 PAM | RXFP1 agonist | D1 agonist |
| --- | --- | --- | --- | --- | --- | --- | --- | --- | --- |
| CC12CN3CCN(CC(C3)/C1=N/N=C/c1cccc([N+](=O)[O-])c1)C2 | -3 | -4% | 0.3 | 4 | -2 | 8 | · | 0.6% | 1 |
| Cc1c(NC(=O)c2cc(-c3ccc(O)cc3)on2)c(=O)n(-c2ccccc2)n1C | -6&-1 | -8%&3% | -0.4&-0.9 | -6&-8 | -8&2 | 3&7 | -11&-2 | 0.1%&-3.5% | 2&1 |
| O=C(O)CC1(CC(=O)NCc2ccccn2)CCCCC1 | 1 | -9% | -0.7 | 4 | 1 | 9 | -9 | 0.7% | 1 |
| Cc1cc(C(=O)Nc2nc(C)c(C(=O)N(C)C)s2)ccc1[N+](=O)[O-] | -1 | -9% | 0.4 | 3 | -1 | -6 | 13 | 1.8% | 0 |
| Brc1ccc(CN2C3=NCCCN3c3ccccc32)cc1 | -10 | -10% | -0.6 | -3 | -11 | -11 | 7 | 0.4% | 30* |
| NC(N)=NCCC[C@H](NC(=O)CNC(=O)c1ccccc1)C(=O)Nc1cc(C(F)(F)F)ccc1Cl | 7 | · | -1.7 | 1 | · | -13 | · | · | 0 |
| COc1cccc(N2CCN(C(=O)C3CCN(S(=O)(=O)c4ccc5c(c4)CC(C)N5C(C)=O)CC3)CC2)c1 (stereo not given) | -7 | -16% | -0.8 | 0 | 1 | -10 | 6 | 0.6% | 3 |
| COc1ccc(S(=O)(=O)N(CC(=O)NCc2cccnc2)c2ccc(C)cc2)cc1OC | 2 | -12% | 0.0 | -1 | 4 | -9 | -4 | -1.2% | 0 |
| O=C(c1ccc(S(=O)(=O)N2CCOCC2)cc1)N1CCN(c2ccccc2)CC1 | -2 | -5% | -0.2 | 0 | 1 | -6 | 0 | 1.1% | -2 |
| Cc1cccc(N2CCn3c2nc2c3c(=O)n(C/C=C/c3ccccc3)c(=O)n2C)c1 | -3 | ? | 0.1 | 10 | -4 | 12 | 0 | -1.1% | 0 |

Profiles, looked up by structure. Screens in order: D1 potentiator | Apoferritin bind | TRHR ag | TRHR PAM | RXFP1 antagonist | D1 antagonist | D2 PAM | RXFP1 agonist | D1 agonist
Record of COc1ccc(S(=O)(=O)N(CC(=O)NCc2cccnc2)c2ccc(C)cc2)cc1OC → 2 | -12% | 0.0 | -1 | 4 | -9 | -4 | -1.2% | 0
Record of COc1cccc(N2CCN(C(=O)C3CCN(S(=O)(=O)c4ccc5c(c4)CC(C)N5C(C)=O)CC3)CC2)c1 (stereo not given) → -7 | -16% | -0.8 | 0 | 1 | -10 | 6 | 0.6% | 3

In another format: results already given.
Order of results – D1 potentiator, Apoferritin bind, TRHR ag, TRHR PAM, RXFP1 antagonist, D1 antagonist, D2 PAM, RXFP1 agonist, D1 agonist
Cc1cc(C(=O)OCC(=O)N2CCCC2)c2ccccc2n1
 : 6, -4%, 0.0, -3, 10, 11, -8, 2.3%, 1
O=C(CSc1nc2ccccc2c(=O)n1CCCO)NCc1ccccc1
 : 2, 5%, -1.4, 5, 23, -3, -2, 2.2%, 2
CC12CN3CCN(CC(C3)/C1=N/N=C/c1cccc([N+](=O)[O-])c1)C2
 : -3, -4%, 0.3, 4, -2, 8, ·, 0.6%, 1
Cc1c(NC(=O)c2cc(-c3ccc(O)cc3)on2)c(=O)n(-c2ccccc2)n1C
 : -6&-1, -8%&3%, -0.4&-0.9, -6&-8, -8&2, 3&7, -11&-2, 0.1%&-3.5%, 2&1
O=C(O)CC1(CC(=O)NCc2ccccn2)CCCCC1
 : 1, -9%, -0.7, 4, 1, 9, -9, 0.7%, 1
Cc1cc(C(=O)Nc2nc(C)c(C(=O)N(C)C)s2)ccc1[N+](=O)[O-]
 : -1, -9%, 0.4, 3, -1, -6, 13, 1.8%, 0
Brc1ccc(CN2C3=NCCCN3c3ccccc32)cc1
 : -10, -10%, -0.6, -3, -11, -11, 7, 0.4%, 30*
NC(N)=NCCC[C@H](NC(=O)CNC(=O)c1ccccc1)C(=O)Nc1cc(C(F)(F)F)ccc1Cl
 : 7, ·, -1.7, 1, ·, -13, ·, ·, 0
COc1cccc(N2CCN(C(=O)C3CCN(S(=O)(=O)c4ccc5c(c4)CC(C)N5C(C)=O)CC3)CC2)c1 (stereo not given)
 : -7, -16%, -0.8, 0, 1, -10, 6, 0.6%, 3
COc1ccc(S(=O)(=O)N(CC(=O)NCc2cccnc2)c2ccc(C)cc2)cc1OC
 : 2, -12%, 0.0, -1, 4, -9, -4, -1.2%, 0
O=C(c1ccc(S(=O)(=O)N2CCOCC2)cc1)N1CCN(c2ccccc2)CC1
 : -2, -5%, -0.2, 0, 1, -6, 0, 1.1%, -2
Cc1cccc(N2CCn3c2nc2c3c(=O)n(C/C=C/c3ccccc3)c(=O)n2C)c1
 : -3, ?, 0.1, 10, -4, 12, 0, -1.1%, 0

Next part
| molecule | D1 potentiator | Apoferritin bind | TRHR ag | TRHR PAM | RXFP1 antagonist | D1 antagonist | D2 PAM | RXFP1 agonist | D1 agonist |
| --- | --- | --- | --- | --- | --- | --- | --- | --- | --- |
| CC(=O)c1ccc(NS(=O)(=O)c2ccccc2)cc1 | -2 | 5% | 0.7 | 3 | 5 | 10 | 4 | 0.9% | 3 |
| Cc1cc(C(F)F)nn1CC(=O)NC1C(=O)N2C(C(=O)O)=C(CSc3nnnn3C)CSC12 (stereo not given) | -10 | 9% | 0.4 | -10 | -22 | -7 | -12 | 2.5% | 5 |
| NC(=S)NNC(=O)c1ccccc1 | -1 | -3% | 0.0 | 6 | 15 | 5 | -5 | 2.0% | 1 |
| O=C(NCc1ccccc1)/C(NC(=O)c1ccccc1)=C(/Sc1ccccn1)c1ccccc1 | -4 | -18% | 0.1 | -9 | 2 | 15 | 7 | 0.8% | 0 |
| Cn1ccsc1=NC(=O)c1ccc(S(C)(=O)=O)cc1 | -7 | -4% | 0.2 | 2 | 0 | -6 | · | 2.1% | 0 |
| O=C(N/N=C/c1cccs1)[C@H]1C[C@@H]1c1ccccc1 | -1 | -5% | 0.8 | -4 | · | 1 | -6 | -0.2% | 3 |

Some of the compounds tested; rates above refer to the full screens.
